High-throughput results deposited in PubChem BioAssay by Sanford-Burnham Center for Chemical Genomics.
H9c2 TAG inh – triacylglycerol accumulation inhibition | H9c2 cells, Nile Red lipid (TAG) fluorescence; cells loaded with 200 µM oleic acid | inhibition, % at 12.5 µM | actives 0.66% (n = 230,000);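 active = pattern-corrected inhibition of lipid staining of at least 50% with the nuclear-stain viability signal not falling by more than 50%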;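 note: 0% = DMSO wells and 100% = triacsin C control wells; some results filed as inactive read as strong as hits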
H9c2 TAG inh DAPI viability – recorded beside H9c2 TAG inh, whose call it bears; DAPI nuclei signal change (viability), lower = more cytotoxic, %;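 whole-well DAPI fluorescence read on a plate reader as a viability signal; minus 50 percent equals half of cells still viable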
* marks the source's active call; other numbers are inactive results.

SMILES	H9c2 TAG inh	H9c2 TAG inh DAPI viability
CCOc1ccc(NS(=O)(=O)c2cc(C(=O)NCCCN3CCOCC3)ccc2C)cc1	1	3
CC1(C)CC(NCc2ccncc2)CC(C)(C)N1	14	-23
N#C/C(=C\c1ccc(O)c(O)c1)C(=O)NCc1ccccc1	-11	-4
O=C(NC(=S)N1CCc2ccccc21)C1CCC1	4	-5
Cc1cc(C)c2[nH]c(C(=O)N3CCC(n4nccc4NC(=O)C4CC4)CC3)c(C)c2c1	-11	6
CCOc1ccc(NC(=O)N[C@@H](Cc2ccccc2)C(=O)O)cc1	-10	6
COc1cc([N+](=O)[O-])ccc1NC(=O)Nc1ccc2c(c1)OCCO2	-12	14
O=C(CSc1nccc(=O)[nH]1)N1CCN(c2ccccc2)CC1	9	-5
O=C(COC(=O)c1cc(S(=O)(=O)N2CCOCC2)ccc1Cl)Nc1ccc2c(c1)OCO2	-5	2
Cc1ccnc(NCc2cccc3ccccc23)c1	12	-7
O=C(NCCSSCCNC(=O)c1ccccc1)c1ccccc1	1	11
O=C(CCCN1C(=O)S/C(=C\c2ccccc2)C1=O)NNC(=O)c1ccccc1O	-14	-8
O=C(Cc1ccc(S(=O)(=O)N2CCOCC2)s1)Nc1ccccc1N1CCOCC1	-21	11
CN(C)c1ccc(N/C=C/C(=O)c2ccco2)cc1	-6	9
Nn1c(SCC(=O)NC2CCCCCC2)nnc1C(F)(F)F	11	-5
CCOC(=O)c1c(C)[nH]c(C)c1C(=O)COC(=O)c1cccc(S(=O)(=O)N(CC)CC)c1	-3	-5
Cc1cc(NC(=O)Nc2ccc(Cl)cc2)n(-c2ccccc2)n1	9	-7
CCC(Sc1nc(C)cc(C)n1)C(=O)Nc1cc(C)on1 (stereo not drawn)	-13	-1
Cc1cc(C)c(C(=O)C(C)OC(=O)Cn2cnc3c2c(=O)n(C)c(=O)n3C)cc1C (stereo not drawn)	-4	-3
O=C(CCN1C(=O)c2ccccc2C1=O)c1ccccc1	-6	6
C[C@@H]1CN([C@H](C)CO)C(=O)c2cc(Br)cnc2O[C@@H]1CN(C)Cc1ccc(-c2ccccc2)cc1	-21	3
CCN(CC)c1ccc(C(=O)N/N=C/c2ccc(N3CCOCC3)cc2)cc1	10	22
Cc1ccccc1CSc1nnc(-c2ccccc2)c(=O)[nH]1	-6	-3
O=C(COc1nsnc1N1CCOCC1)N1CCOCC1	5	-3
CN1CCN(c2cc(-c3cccc(C(=O)O)c3)nc3ccnn23)CC1	18	6

7 structures already listed, arranged by molecular weight, lowest first.
SMILES	H9c2 TAG inh	H9c2 TAG inh DAPI viability
CN(C)c1ccc(N/C=C/C(=O)c2ccco2)cc1	-6	9
O=C(COc1nsnc1N1CCOCC1)N1CCOCC1	5	-3
Cc1cc(NC(=O)Nc2ccc(Cl)cc2)n(-c2ccccc2)n1	9	-7
Cc1cc(C)c2[nH]c(C(=O)N3CCC(n4nccc4NC(=O)C4CC4)CC3)c(C)c2c1	-11	6
O=C(CCCN1C(=O)S/C(=C\c2ccccc2)C1=O)NNC(=O)c1ccccc1O	-14	-8
O=C(COC(=O)c1cc(S(=O)(=O)N2CCOCC2)ccc1Cl)Nc1ccc2c(c1)OCO2	-5	2
C[C@@H]1CN([C@H](C)CO)C(=O)c2cc(Br)cnc2O[C@@H]1CN(C)Cc1ccc(-c2ccccc2)cc1	-21	3

Following part.
SMILES	H9c2 TAG inh	H9c2 TAG inh DAPI viability
O=C(Nc1nccs1)c1ccc(-c2ccc(F)cc2)o1	13	5
Cc1ccc(C(=O)n2nc(-c3ccco3)nc2N)cc1	-24	-14
COc1ccc(S(=O)(=O)N2CCCCC2)cc1NC(=O)Cn1cnc2ccccc2c1=O	19	-15
O=C(NCC(c1ccco1)N1CCc2ccccc21)c1c(F)cccc1F (stereo not drawn)	-1	-2
COc1cc(NC(=O)CSc2ncnc3scc(-c4ccccc4)c23)c(C(=O)O)cc1OC	11	9
O=S(=O)(c1ccc(Cl)cc1)n1ccc(-c2cccc(OCc3c(F)cccc3Cl)c2)n1	-2	1
Cc1ccc(N/C(N)=N/c2nc(CSc3ccccn3)cc(=O)[nH]2)c(C)c1	-19	14
CC(C)C(=O)Nc1ccc2nn(-c3ccccc3)nc2c1	8	16
COc1ccc(C(=O)Nc2nc(-c3ccc([N+](=O)[O-])cc3)c(-c3ccccc3)s2)cc1	29	-7
COc1cc2nc(N3CCN(C(=O)OCc4ccccc4)[C@H](C(=O)NC(C)(C)C)C3)nc(N)c2cc1OC	14	7
CC1CC(C)(C)CC2(C1)NC(=O)N(CC(=O)Nc1c(F)cccc1F)C2=O (stereo not drawn)	-9	-3
CCC(=O)Nc1ccc(N2CCN(Cc3ccccc3)CC2)cc1	-15	3
COC(=O)C(C)Sc1nc2c(c(=O)n1-c1ccccc1)SCC2 (stereo not drawn)	4	-19
CCCCNc1ncnc2c1cnn2-c1ccc(Cl)cc1	-7	-28
Cc1ccc(OS(=O)(=O)c2c(C)nn(C)c2Cl)c(C)c1	3	-6
O=C(N/N=C/c1ccc(O)c([N+](=O)[O-])c1)c1ccncc1	-2	7
Cc1ccc(-n2ncc(C#N)c2N)cc1	-9	6
CCN(CC(O)Cn1c2ccccc2c2ccccc21)S(=O)(=O)c1ccc(C)cc1 (stereo not drawn)	21	-9
CCOC(=O)C1=C(N)N2C(=O)C(C)SC2=C(C(=O)OCC)C1c1cc(OC)c(OC)c(OC)c1 (stereo not drawn)	-2	6
O=c1[nH]cc(S(=O)(=O)N2CCN(c3cccc(Cl)c3)CC2)c(=O)[nH]1	8	-3
O=C1NC(=S)CN1c1ccccc1	4	2
Cc1nc(C)c(C(=O)C2=C(O)C(=O)N(CCCn3ccnc3)C2c2ccccc2)s1 (stereo not drawn)	-3	-5
O=C(CNC(=O)c1ccccc1F)OCc1csc(-c2ccccc2)n1	-3	3
Cc1cc(C)c2sc(C)[n+](CCCS(=O)(=O)[O-])c2c1	9	-6
COc1ccc(-c2csc(NC(CO)c3nc4ccccc4n3Cc3ccc(C)cc3)n2)cc1 (stereo not drawn)	-14	-3

Rewritten with each value named: part of the list above
structure: O=C1NC(=S)CN1c1ccccc1
  H9c2 TAG inh: 4 | H9c2 TAG inh DAPI viability: 2

structure: Cc1nc(C)c(C(=O)C2=C(O)C(=O)N(CCCn3ccnc3)C2c2ccccc2)s1 (stereo not drawn)
  H9c2 TAG inh: -3 | H9c2 TAG inh DAPI viability: -5

structure: O=C(CNC(=O)c1ccccc1F)OCc1csc(-c2ccccc2)n1
  H9c2 TAG inh: -3 | H9c2 TAG inh DAPI viability: 3

As a short view, some entries already given:
SMILES	H9c2 TAG inh	H9c2 TAG inh DAPI viability
Cc1ccc(OS(=O)(=O)c2c(C)nn(C)c2Cl)c(C)c1	3	-6
O=C(N/N=C/c1ccc(O)c([N+](=O)[O-])c1)c1ccncc1	-2	7

The list goes on.
SMILES	H9c2 TAG inh	H9c2 TAG inh DAPI viability
COc1ccc(C(=O)CC(C#N)c2ccc3c(c2)OCO3)cc1OC (stereo not drawn)	14	-13
COc1cc(C(=O)N/N=C(\C)c2ccccn2)cc(OC)c1OC	-12	-9
CC(C)CCN1C(=O)c2ccc(C(=O)Nc3ccccn3)cc2C1=O	10	2
COC(=O)c1cnn(-c2ccc(F)cc2F)c1/C=N/NC(=S)NC(C)(C)C	1	5
Nc1nonc1-c1noc(-c2ccccc2Br)n1	-7	4
CC12CCC(C(=O)N(CC3CO3)C1=O)C2(C)C (stereo not drawn)	7	-4
O=C(Nc1ccccc1OC(F)(F)F)c1ccc([N+](=O)[O-])cc1	-13	6
CCn1c2ccccc2c2cc(NC(=O)C(C)Oc3ccc(OC)cc3)ccc21 (stereo not drawn)	40	-1
CN(C(=O)COC(=O)c1cncc(Br)c1)C1CCS(=O)(=O)C1 (stereo not drawn)	0	10
O=[N+]([O-])c1cnc(Sc2ccncn2)s1	17	-19
COC(=O)c1ccc(-c2c(-c3ccccc3)ncc3cc(OC)c(OC)cc23)cc1	71*	-46*
Cc1ccccc1CN1CCN(Cc2ccc3cccc(F)c3n2)CC1CCO (stereo not drawn)	3	1
CNC(=O)/C(C#N)=C1/SC(Cc2ccc(F)cc2)C(=O)N1c1ccccc1 (stereo not drawn)	0	3
CN(c1ccc(OCC(=O)NC2CCCC2)cc1)S(=O)(=O)c1cccs1	-8	2
CC[C@@H]1[C@H]2CCCC(=O)N3CC[C@@H](C[C@@H]1OC(=O)NCc1ccccc1)[C@@H]23	-6	-2
COC1CCCN(C(=O)c2ccc3nc(Cc4cccc(Cl)c4)oc3c2)C1 (stereo not drawn)	5	-1

Filtered by structure, the compounds so far containing an NH in an aromatic ring
SMILES	H9c2 TAG inh	H9c2 TAG inh DAPI viability
Cc1cc(C)c2[nH]c(C(=O)N3CCC(n4nccc4NC(=O)C4CC4)CC3)c(C)c2c1	-11	6
O=C(CSc1nccc(=O)[nH]1)N1CCN(c2ccccc2)CC1	9	-5
CCOC(=O)c1c(C)[nH]c(C)c1C(=O)COC(=O)c1cccc(S(=O)(=O)N(CC)CC)c1	-3	-5
Cc1ccccc1CSc1nnc(-c2ccccc2)c(=O)[nH]1	-6	-3
Cc1ccc(N/C(N)=N/c2nc(CSc3ccccn3)cc(=O)[nH]2)c(C)c1	-19	14
O=c1[nH]cc(S(=O)(=O)N2CCN(c3cccc(Cl)c3)CC2)c(=O)[nH]1	8	-3

Only part of the results is shown. The share of hits here may be higher or lower than overall.
